ERG Ets-DNA blk = inhibitors of human ERG Ets domain-DNA interaction. P11308. fluorescence polarization, His-ERG Ets domain / labelled DNA. Potency, µM (doses to about 76.9 µM), for inactives: at the top dose FP activity, negative = inhibition, most hits filed as inhibitors. actives 0.028% (n = 370,000). AID 624246; active means well fitted inhibition curve with a large enough effect in the polarisation, with a control signal flat; inconclusive means small, poorly fitted or top-dose-only effect, or effect the other way, or a change in a side signal; inactive means no such curve, though single readings can be large or run the other way; the % refers to the polarisation;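 further: polarization taken with two DNA probes labelled with fluorescein and Texas red; % of control where 0% means no effect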
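His-tagged ERG Ets domain (1 uM in the protein solution; 300mM KCl, 50mM Tris-HCl, 1mM EDTA, 1mM DTT, pH 7.5) received compound, then a probe mix of 5 nM fluorescein-DNA and 100nM Texas-615-DNA. Fluorescence polarization was read for both dyes.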
rTrxR1 inhibitor = inhibitors of rat thioredoxin reductase 1 | Potency, µM (top dose mostly 114 µM), for the others: top-dose activity change, negative = inhibition, usual class: inhibitors | actives 1% (n = 390,000) | recombinant rTrxR1, NADPH fluorescence consumption, selenite substrate | O89049; further: on the % scale 0 is the no-effect control and ±100 the full control effect; nearly all actives have a fitted effect of over 65% in size
Target sequence (O89049 whole entry, looked up): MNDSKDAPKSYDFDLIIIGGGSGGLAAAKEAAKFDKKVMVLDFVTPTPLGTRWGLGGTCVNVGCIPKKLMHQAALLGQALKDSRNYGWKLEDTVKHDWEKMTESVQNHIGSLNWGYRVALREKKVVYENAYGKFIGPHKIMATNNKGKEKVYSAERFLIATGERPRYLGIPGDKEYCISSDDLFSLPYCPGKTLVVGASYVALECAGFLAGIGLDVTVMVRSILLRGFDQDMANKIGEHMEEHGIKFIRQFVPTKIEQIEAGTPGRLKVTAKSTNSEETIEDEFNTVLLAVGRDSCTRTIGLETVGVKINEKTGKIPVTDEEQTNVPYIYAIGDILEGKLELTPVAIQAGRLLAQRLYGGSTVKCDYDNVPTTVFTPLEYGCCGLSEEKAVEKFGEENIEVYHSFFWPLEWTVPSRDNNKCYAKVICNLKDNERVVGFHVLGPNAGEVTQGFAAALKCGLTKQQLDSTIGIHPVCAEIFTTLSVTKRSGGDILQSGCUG
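Rat TrxR1 (90 nM in the dispensed reagent) was pre-reduced with 400 uM NADPH for 5 min at room temperature, then incubated with compound for 15 min. After 400 uM selenite was added, NADPH fluorescence (Ex 340/Em 450 nm) was followed for 8 min.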
ALOX12 inh = inhibitors of human 12S-lipoxygenase ALOX12; P18054; purified 12hLO, xylenol orange hydroperoxide absorbance; Potency, µM (titrated, usually from 108 µM), inactives show at the top dose activity change, negative = inhibition, usual class: inhibitors; actives 1.1% (n = 580,000); further: on the % scale 0 is the no-effect control and ±100 the full control effect
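Hydroperoxide product was detected by ferrous iron/xylenol orange as the 573 to 405 nm absorbance ratio. Arachidonic acid at 40 uM (final) was turned over for 30 min at room temperature by 150 nM human 12hLO, pH 7.0 Hepes buffer, after 15 min compound preincubation.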
JMJD2A Tudor inh = blocks the human JMJD2A Tudor domain; actives 4.4% (n = 390,000); AlphaScreen JMJD2A-Tudor / H3K4me3 peptide binding; Potency, µM (titrated, usually from 114 µM), for the others: at the highest dose activity change, negative = inhibition, hits mostly inhibitors; O75164; further: on the % scale 0 is the no-effect control and ±100 the full control effect; nearly all actives have a fitted effect of over 50% in size
Tb PGK inh = inhibitors of T. brucei phosphoglycerate kinase | P07378 | PGK/GAPDH coupled, Kinase-Glo luminescence, 60 min | Potency, µM (doses to about 57.5 µM), without a hit: top-dose activity change, negative = inhibition, usual class: inhibitors | actives 0.043% (n = 380,000); further: on the % scale 0 is the no-effect control and ±100 the full control effect; nearly all actives have a fitted effect of over 60% in size
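Luminescent ATP detection (Kinase-Glo Plus) follows a 60-minute room-temperature incubation, with wells lacking PGK as controls. Buffer: 100 mM TEA (pH 7.6), 5 mM MgCl2, 0.01% Tween-20. Coupling enzyme GAPDH (100 nM final) supplies unstable 1,3-BPG in-well.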
RGS4 inh = human RGS4 inhibition; Transcreener GDP fluorescence polarization, RGS4-accelerated GTP hydrolysis; actives 0.039% (n = 390,000); Potency, µM (doses to about 114 µM), for inactives: top-dose activity change, negative = inhibition, actives largely listed as inhibitors; AID 504845; further: on the % scale 0 is the no-effect control and ±100 the full control effect; nearly all actives have a fitted effect of over 75% in size; some results filed as inactive show a strong effect at the top dose
Target sequence (P49798 whole entry, looked up): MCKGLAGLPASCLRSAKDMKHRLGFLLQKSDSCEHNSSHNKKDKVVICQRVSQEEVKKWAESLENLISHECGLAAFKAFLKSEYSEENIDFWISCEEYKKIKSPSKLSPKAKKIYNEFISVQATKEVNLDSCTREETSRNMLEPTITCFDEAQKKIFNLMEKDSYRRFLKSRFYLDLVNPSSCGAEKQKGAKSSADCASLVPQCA
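MLSMR compounds (23 nl, pin-transferred) preincubated 10 min at room temperature with a 500nM (2x) first reagent, then RGS4 at 900nM (2x) plus Transcreener GDP mix added; fluorescence polarization (620/688 nm) read before and after 90 min at 30 °C.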
GLS inh = inhibitors of human glutaminase (GLS); AID 624170; O94925; actives 0.21% (n = 410,000); GLS enzymatic activity, qHTS titration; Potency, µM (top dose mostly 45.5 µM), without a hit: at the top dose activity change, negative = inhibition, hits mostly inhibitors; further: on the % scale 0 is the no-effect control and ±100 the full control effect
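hKGA in 45 mM KH2PO4 (pH 8.2), 0.02% Tween-20 with compound, then 1mM L-Glutamine (stock as added) plus glutamate oxidase/HRP/Amplex red coupling mix. Fluorescence read initially and after 30 min at RT; signal change reflects glutamate formation.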
HP1b binding inh = blocks HP1-beta chromodomain binding to methylated histone tails; actives 0.56% (n = 390,000); Potency, µM (titrated, usually from 114 µM), without a hit: at the highest dose activity change, negative = inhibition, hits mostly inhibitors; AlphaScreen HP1-beta / biotin-H3K9me3 peptide binding; P83916; further: nearly all actives have a fitted effect of over 70% in size; inactives centre near 23
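Compound inhibition of the preformed complex between 50 nM HP1-beta and 50 nM biotinylated H3K9me3 peptide was read by AlphaScreen. Buffer was PBS pH 7.4 with 0.01% Tween-20. Incubations ran 30 min at room temperature, with 10 ug/mL donor/acceptor beads.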
Pin1 inhibitor = human Pin1 inhibition. Q13526. actives 0.009% (n = 390,000). AID 504891. Potency, µM (doses to about 115 µM), without a hit: at the highest dose activity, negative = inhibition, usual class: inhibitors. Pin1 FP peptide displacement, HiFluor488, 10 min; active means well fitted inhibition curve with a large enough effect in the polarisation, with a control signal flat, not every such curve was filed as active; inconclusive means small, poorly fitted or top-dose-only effect, or effect the other way, or a change in a side signal; inactive means no such curve, though single readings can be large or run the other way; the % refers to the polarisation; further: on the % scale 0 is the no-effect control and ±100 the full control effect
Target sequence (Q13526 whole entry, looked up): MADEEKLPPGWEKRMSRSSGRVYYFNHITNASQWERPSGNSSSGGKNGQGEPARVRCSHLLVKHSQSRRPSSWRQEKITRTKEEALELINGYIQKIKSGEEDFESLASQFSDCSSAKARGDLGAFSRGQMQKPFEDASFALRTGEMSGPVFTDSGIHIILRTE
* marks the source's active call; other numbers are inactive results; i = inactive; u = inconclusive; x = not tested or not shown; [ ] = dose if it differs, or a comment. Unless noted, the call rests on the fitted dose curve; in most records, active means well fitted curve in the direction sought with a large enough effect; inconclusive means small, poorly fitted or top-dose-only effect, or another doubt; inactive means no such curve, though single readings can be large; an effect the other way counts as inactive or inconclusive. Potency means the concentration at half of the fitted maximal effect. These rows are one share of the data (hit frequency here may not be typical).

no.	SMILES	ERG Ets-DNA blk	rTrxR1 inhibitor	ALOX12 inh	JMJD2A Tudor inh	Tb PGK inh
1	Cc1cc(C)c(OCC(=O)Nc2ccccn2)c([N+](=O)[O-])c1	-3%	8%[57.1 µM]	-17%	-17%	0%
2	CC(C)(C)OC(=O)N1CCN(C(=O)[C@H](Cc2ccc(O)cc2)n2cc(CCO)nn2)CC1	-8%	-12%[57.1 µM]	0%	-9%	-1%
3	CC1(C(=O)N2CC3(CC(c4cccc(NC(=O)COc5ccc(Cl)cc5)c4)=NO3)C[C@@H]2C(N)=O)CC1 (stereo not given in full)	7%	18%[57.1 µM]	u	-19%	i
4	COC(=O)C1CN(S(=O)(=O)c2ccccc2)CCN1S(=O)(=O)c1ccccc1 (stereo not given)	1%	14%	0%	-1%	-6%
5	C=CCSc1[nH]c(=O)cc(C)c1C(N)=O	-2%	u	0%	-1%	-5%
6	CC1CC(C)CN(C(=O)C2CCN(S(=O)(=O)c3c(Cl)cccc3Cl)CC2)C1 (stereo not given)	-6%	-6%	-1%	-6%	-6%
7	CCn1c(=O)c(=O)[nH]c2cc(C(=O)NC(C)c3ccc(S(N)(=O)=O)cc3)ccc21 (stereo not given)	22%	9%[57.1 µM]	-10%	-20%	-1%
8	C(=N\Nc1nc(-c2ccccn2)nc2ccccc12)/c1ccccc1	x	-12%[0.457 µM]	x	u	x
9	Cc1cc(N2CCN(C(=O)c3ccco3)CC2)n2ncc(-c3ccccc3)c2n1	3%	53%	u	6%	i
10	COc1cccc(CNC(=O)CCC2CCCN(C(=O)c3cccc4c(C)c(C)[nH]c34)C2)c1 (stereo not given)	5%	24%[57.1 µM]	15%	-27%	-5%

no.	RGS4 inh	GLS inh	HP1b binding inh	Pin1 inhibitor
1	-25%	9%	-4%	0%
2	-16%	23%	25%	-8%
3	-13%	8%	35%	4%
4	24%	-8%	15%	0%
5	-15%	-12%	14%	-10%
6	-4%	-1%	21%	-7%
7	-36%	-9%	5%	-2%
8	-7%	x	12%	10%
9	-28%	-3%	47%	6%
10	33%	-11%	u	0%

The list goes on:
no.	SMILES	ERG Ets-DNA blk	rTrxR1 inhibitor	ALOX12 inh	JMJD2A Tudor inh	Tb PGK inh
11	O=C(NCCN1CCOCC1)c1ccc(CS(=O)c2ccccc2Cl)o1 (stereo not given)	-6%	-9%	6%	-6%	i
12	CCCn1c(SCC(=O)Nc2ccccc2-c2ccccc2)nnc1-c1ccoc1C	-2%	-5%	0%	-21%	6%
13	COc1ccc(OC)c(C2C(C(=O)Nc3ccccc3OC)=C(C)Nc3nc(CCCO)nn32)c1 (stereo not given)	-4%	10%[57.1 µM]	93%	-15%	-7%
14	CCOC(=O)c1oc2ccc3c(c2c1C)C(=O)CC1(CCN(C(=O)OCC)CC1)O3	-3%	-4%	2%	-14%	-19%
15	CC(C)N(C(=O)COC(=O)c1cc(Cl)cc(Cl)c1N)C(C)C	0%	-9%[57.1 µM]	0%	78%[activator]	11%
16	CCc1ccccc1NC(=O)CCC(=O)N1CCSc2ccccc21	4%	12%[57.1 µM]	284%[activator]	-20%	-3%
17	COc1ccc(-n2nc(C(=O)NCCCN3CCCC3=O)c3c4ccccc4n(C)c3c2=O)cc1Cl	-14%	25%	x	-21%	-5%
18	COc1cc2ccccc2cc1C(=O)N1CCCCC1	-2%	3%[57.1 µM]	-19%	-15%	5%
19	Cc1cc(Cl)c(OCCOCCN2CCC(C)CC2)c(Br)c1	0%	5%	u	7.9µM*	3%
20	Cc1cc(C)n2nc(C(=O)NCc3ccco3)nc2n1	-1%	17%[57.1 µM]	15%	-7%[57.1 µM]	0%

no.	RGS4 inh	GLS inh	HP1b binding inh	Pin1 inhibitor
11	-6%[56.9 µM]	-15%	57%[activator]	-13%
12	-5%	6%	1%	-2%
13	-5%	-2%	52%[activator]	5%
14	-6%	6%	23%	0%
15	10%	1%	113%	-1%
16	-24%	-3%	5%	-5%
17	1%	-5%	10%[57 µM]	24%
18	6%	1%	-14%	17%
19	-2%	5%	-20%	4%
20	26%[11.4 µM]	-7%	19%	-1%

More records
no.	SMILES	ERG Ets-DNA blk	rTrxR1 inhibitor	ALOX12 inh	JMJD2A Tudor inh	Tb PGK inh
21	COc1ccccc1N/N=C1\COC(C)(C)CC1=O	-17%	-3%	u	u	-10%
22	O=C(Nc1cc(-c2nc3ncccc3o2)ccc1Cl)c1ccc([N+](=O)[O-])o1	6%	-2%	-25%	-8%	-5%
23	COc1ccc(N(C(=O)c2ccc(S(=O)(=O)N3CCCC3)cc2)C2C=CS(=O)(=O)C2)cc1 (stereo not given)	6%	-16%	-19%	-4%	-6%
24	O=C(Nc1ccc(OC(F)F)cc1)c1cc(S(=O)(=O)N2CCOCC2)ccc1N1CCCC1	10%[15.4 µM]	5%	116%[activator]	-11%	-5%
25	CCSC1=N/C(=C\c2cccc(F)c2)C(=O)S1	-7%	-6%	u	-24%	-6%
26	COc1ccc(C(=O)c2c(C)c3ccccc3n2CC(O)CNC(C)C)cc1 (stereo not given)	-7%	1%	-13%	-26%	6%
27	CC(C)(C)OC(=O)NCCC(=O)N/N=C/c1cccc2cccnc12	-17%	8%	0%	u	-8%
28	O=C(O)c1cc(-c2ccccc2)n(-c2ccc(Cl)cc2Cl)n1	0%	11%[57.1 µM]	-17%	-6%	8%
29	Cc1ccc([N+](=O)[O-])cc1NC(=S)NC(=O)c1cccnc1	1%	-20%	-13%	-2%	6%
30	O=C(Nc1c(S(=O)(=O)c2ccccc2)csc1Br)c1ccccc1Cl	0%	-3%[57.1 µM]	368%[activator]	-6%	-4%

no.	RGS4 inh	GLS inh	HP1b binding inh	Pin1 inhibitor
21	-6%	-4%	-13%	0%
22	-32%	-1%	20%	u
23	-9%	-3%	25%	0%
24	-13%	3%	7%	0%
25	-12%	12%	19%	0%
26	14%	2%	1%	3%
27	2%	4%	32%	-3%
28	14%	-4%	26%	-24%
29	24%	15%	10%	1%
30	18%	2%	9%	1%

(list continues)
no.	SMILES	ERG Ets-DNA blk	rTrxR1 inhibitor	ALOX12 inh	JMJD2A Tudor inh	Tb PGK inh
31	COc1ccccc1CNC(=O)Cn1c(-c2ccc(F)cc2)cc(C(C)=O)c1C	-4%	27%[57.1 µM]	u	-11%	-5%
32	C=CCOc1ccc(/C=C/C(=O)OCC(=O)N2CCN(S(=O)(=O)c3ccc(C)cc3C)CC2)cc1	15%	19%	23%	-19%	-5%
33	N#Cc1ccccc1Cn1cc(C#N)c2ccccc21	-4%	-3%	1%	20%	-9%
34	Clc1ccc(Nc2ncn[nH]2)c(Cl)c1	2%	14%[57.1 µM]	-3%	-12%	-8%
35	COc1ccccc1N1CCN(c2ncnc3onc(-c4cccc(Cl)c4)c23)CC1	-4%	17%	-13%	-13%	-1%
36	CC(=O)Nc1ccc(N2Cc3ccccc3C2)cc1	-6%	11%[57.1 µM]	u	-33%	-8%

no.	RGS4 inh	GLS inh	HP1b binding inh	Pin1 inhibitor
31	7%	0%	13%	-1%
32	-9%	0%	30%	-4%
33	16%	6%	44%[activator]	5%
34	17%	-5%	15%	-12%
35	-16%	0%	16%	-3%
36	-21%	6%	5%	14%

6 compounds already listed, sorted by heavy-atom count, largest number first.
no.	SMILES	ERG Ets-DNA blk	rTrxR1 inhibitor	ALOX12 inh	JMJD2A Tudor inh	Tb PGK inh
23	COc1ccc(N(C(=O)c2ccc(S(=O)(=O)N3CCCC3)cc2)C2C=CS(=O)(=O)C2)cc1 (stereo not given)	6%	-16%	-19%	-4%	-6%
22	O=C(Nc1cc(-c2nc3ncccc3o2)ccc1Cl)c1ccc([N+](=O)[O-])o1	6%	-2%	-25%	-8%	-5%
1	Cc1cc(C)c(OCC(=O)Nc2ccccn2)c([N+](=O)[O-])c1	-3%	8%[57.1 µM]	-17%	-17%	0%
18	COc1cc2ccccc2cc1C(=O)N1CCCCC1	-2%	3%[57.1 µM]	-19%	-15%	5%
25	CCSC1=N/C(=C\c2cccc(F)c2)C(=O)S1	-7%	-6%	u	-24%	-6%
34	Clc1ccc(Nc2ncn[nH]2)c(Cl)c1	2%	14%[57.1 µM]	-3%	-12%	-8%

no.	RGS4 inh	GLS inh	HP1b binding inh	Pin1 inhibitor
23	-9%	-3%	25%	0%
22	-32%	-1%	20%	u
1	-25%	9%	-4%	0%
18	6%	1%	-14%	17%
25	-12%	12%	19%	0%
34	17%	-5%	15%	-12%
